Source: PubChem BioAssay
Wee1 stabilizer: inhibitors of human Wee1 degradation; 1.2% of 220,000 active; reporter increase, % at 5 µM; AID 1321; HeLa Luc-Wee1K328M stability, luciferase luminescence; 100% = proteasome inhibitor MG132 effect;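 active means activation above the mean of all tested compounds plus 3 SD, set per screening run, cut at about 8.8% in these data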;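 further: cells exposed to compound for 20 h before luminescence read; 0% = DMSO alone and 100% = MG132 at 30 µM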
Target sequence (P30291 whole entry K328M): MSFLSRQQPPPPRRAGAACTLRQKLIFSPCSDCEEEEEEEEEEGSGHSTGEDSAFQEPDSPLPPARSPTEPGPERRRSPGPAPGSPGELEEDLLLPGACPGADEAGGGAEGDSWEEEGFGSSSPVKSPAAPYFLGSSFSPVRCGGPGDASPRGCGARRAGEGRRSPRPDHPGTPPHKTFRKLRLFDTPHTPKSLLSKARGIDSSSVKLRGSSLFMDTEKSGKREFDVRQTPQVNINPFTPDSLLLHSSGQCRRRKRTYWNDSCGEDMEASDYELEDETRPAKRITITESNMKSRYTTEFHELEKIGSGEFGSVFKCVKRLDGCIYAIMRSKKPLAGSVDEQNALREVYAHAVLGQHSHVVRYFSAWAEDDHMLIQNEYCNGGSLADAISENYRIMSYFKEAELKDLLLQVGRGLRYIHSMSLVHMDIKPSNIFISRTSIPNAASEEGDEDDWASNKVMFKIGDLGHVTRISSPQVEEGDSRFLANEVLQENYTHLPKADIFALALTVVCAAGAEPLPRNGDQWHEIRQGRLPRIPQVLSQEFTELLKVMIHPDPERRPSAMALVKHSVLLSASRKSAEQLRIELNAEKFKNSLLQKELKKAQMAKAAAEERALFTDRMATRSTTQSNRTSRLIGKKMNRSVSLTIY
Ba/F3 V617F tox: reduce viability of Ba/F3 cells dependent on JAK2V617F. Ba/F3 EpoR-JAK2V617F viability, ATP luminescence. inhibition, % at 5.6 µM. 1.1% of 220,000 active. AID 1446;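 active means inhibition above the campaign mean plus 3 SD over all tested compounds, cut at about 24% in these data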;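 further: cytokine-independent growth of Ba/F3 cells driven by EpoR plus mutant JAK2; 0% = DMSO-treated cells and 100% = JAK inhibitor I control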
BaF3 parental: parental Ba/F3 viability inhibition as JAK2V617F counter-screen; CellTiter-Glo ATP luminescence; inhibition, % at 5.6 µM; 1.1% of 220,000 active; AID 1486;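 active means inhibition above a per-campaign cutoff, the mean inhibition of all tested compounds plus 3 SD, cut at about 27% in these data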;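 further: 0% = DMSO wells and 100% = JAK Inhibitor I control wells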
TRPML3 ag: activates the human TRPML3 channel. AID 1448. activation, % at 3 µM. HEK293 TRPML3-YFP, Fluo-8 calcium fluorescence; 100% = the carbachol control signal. 0.29% of 220,000 active;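 active means activation above its plate's cutoff, the mean activation of the plate's test wells plus 3 SD, cut at about 12% in these data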;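 further: 0% = DMSO only wells and 100% = carbachol wells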
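system = HEK293 cells stably carrying human TRPML3-YFP | doses = one concentration, 3 µM nominal, 0.3% DMSO | timing = dye loading 1 h 37 °C then 30 min ambient, 125 s read | detection = Fluo-8 calcium dye fluorescence, ex 470-495, em 515-575 nm | benchmarks = high control carbachol 87 µM, low control DMSO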
PPC-1+TRAIL kill: PPC-1 cancer cell killing with TRAIL present | PPC-1 cells + TRAIL, ATPLite viability luminescence | cell killing (% activity), % at 4 µM | 0.41% of 220,000 active | AID 1443;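 active means cell killing above 50% in the first pass at 4 µM, then a duplicate retest at 5 µM averaging 50% or more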;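 further: plate controls were cells with TRAIL plus DMSO for no effect and medium-only wells lacking cells for full effect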
RBBP9 inhibitor: human RBBP9 hydrolase inhibition. inhibition, % at 7.94 µM. O75884. 0.2% of 220,000 active. recombinant RBBP9, FP-Rh probe fluorescence polarization;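 active means inhibition above the campaign mean of all tested compounds plus 3 SD, cut at about 14% in these data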;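 further: plate controls were DMSO wells with RBBP9 for no effect and wells lacking RBBP9 protein for full effect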
Target sequence (O75884 whole entry, looked up): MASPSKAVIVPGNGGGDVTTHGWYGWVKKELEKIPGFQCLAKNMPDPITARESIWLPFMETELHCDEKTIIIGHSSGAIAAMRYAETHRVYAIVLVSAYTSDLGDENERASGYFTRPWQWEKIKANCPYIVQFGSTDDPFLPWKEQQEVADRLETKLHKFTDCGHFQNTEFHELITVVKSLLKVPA
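Test system – recombinant human RBBP9 · Input – RBBP9 2.5 µM in dispensing solution, pre-mixing · Medium – Tris buffer pH 8.0, NaCl, Pluronic · Schedule – preincubation 30 min plus labeling 45 min at 25 °C · Measured by – fluorescence polarization · Measure – % inhibition · Controls – DMSO and no-protein wells · Replicates – one well per compound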
TNF death inh: blocks TNF-alpha induced death of Jurkat FADD-/- cells; 0.068% of 220,000 active; activation (protection from cell death), % at 10 µM; Jurkat FADD-/- TNF necroptosis rescue, ATP luminescence, 24 h; 0 = TNF only, 100 = no-TNF cells; AID 463075;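 active means activation, meaning protection from cell death, of at least 50% relative to plate controls; inactive means activation below 50%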;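 further: necroptosis triggered by 40 ng/mL TNF-alpha added together with compound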
zfTRPN1 agonist: activates the zebrafish TRPN1 channel; activation, % at 3 µM; HEK293 zebrafish TRPN1-YFP, Fluo-8 calcium fluorescence; 100% = response to 87 µM carbachol; 0.18% of 220,000 active; AID 1424;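 active means activation above its plate's cutoff, the mean activation of test wells on that plate plus 3 SD, cut at about 19% in these data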;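 further: 0% = DMSO alone and 100% = 87 µM carbachol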
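Material: zebrafish TRPN1-YFP in HEK293 cells; Doses: single test compound dose, 3 µM nominal, 0.3% DMSO; Timing: dye loading 1 h at 37 °C, then 30 min room temperature; Technique: intracellular calcium fluorescence with Fluo-8; Benchmarks: high carbachol 87 µM, low DMSO alone.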
CHOP inhibitor: blocks CHOP induction under ER stress; inhibition, % at 10 µM; 3.8% of 220,000 active; AID 2732; CHO-K1 CHOP-promoter luciferase, tunicamycin-induced, 15-18 h;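 active means compounds that reduced the stress-induced luciferase reporter signal by more than about 70% of percent inhibition, limit read from the data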;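 further: 0% = tunicamycin plus vehicle and 100% = wells without tunicamycin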
* hit, by the source's call; . = no result given; & = joins results of further samples. Rows were taken by chance (roughly 6.8% active in at least one column).

SMILES	Wee1 stabilizer	Ba/F3 V617F tox	BaF3 parental	TRPML3 ag	PPC-1+TRAIL kill	RBBP9 inhibitor	TNF death inh	zfTRPN1 agonist	CHOP inhibitor
CNC(=S)N1CCN(c2ccc([N+](=O)[O-])cc2)CC1	-2	1	6	0.5	1	-8	-0.8	2.2	3
Cc1cc(/C=N\NC(=O)c2cccs2)c(C)n1-c1ccc2ncccc2c1	-2	2	5	-0.3	0	-6	-12	1.7	15
O=C(O)c1cccc(S(=O)(=O)Nc2ccc(O)c(Sc3nc4ccccc4s3)c2)c1	0	-3	-1	-0.4	-8	-4	1.7	1.2	2
CCOC(=O)c1c(C)[nH]c(C(=O)COC(=O)CN2C(=O)C3CCCCC3C2=O)c1C (stereo not given)	1	-2	1	2.0	8	8	-1.9	2.6	4
CCc1ccc(NC(=S)NC2CC3CCCC(C2)N3Cc2cccs2)cc1 (stereo not given)	3	2	1	-0.7	-1	-4	-14	-0.9	0
COCCSc1ccccc1C(=O)N1CCOCC1	0	-4	1	0.6	9	2	1.1	2.7	7
COC(=O)c1ccc(S(N)(=O)=O)o1	-3	3	9	0.0	-14	-8	1.4	-0.3	13
Cc1c(NC(=O)c2cc(-c3cccs3)nc3ccccc23)c(=O)n(-c2ccccc2)n1C	2	-1	6	1.4	25	-10	-16	2.4	34
Cc1ccc(OCC(O)Cn2c(NCCc3ccccc3)nc3c2c(=O)[nH]c(=O)n3C)cc1 (stereo not given)	-1	0	-1	-1.5	16	-5	-2.8	-3.3	53
Cc1ccc(C)c(N2CCN(C(=O)Cc3c(C(=O)O)[nH]c4ccc(Cl)cc34)CC2)c1	-4	-5	2	0.6	-2	-5	2.1	0.0	11
COc1ccccc1N1CCN(CC(O)COCc2cccs2)CC1 (stereo not given)	-1	2	4	1.4	24	1	0.9	0.9	11
CC(=O)c1c(C)[nH]c(C(=O)NCc2ccc(F)cc2)c1C	0	0	5	1.4	9	-6	1.6	0.5	1
CCOc1ccc(NC(=O)CN2C(=O)/C(=C3\SC(=S)N(C4CCS(=O)(=O)C4)C3=O)c3ccccc32)cc1 (stereo not given)	5	6	-4	-0.1	9	-6	-24	2.5	-10
CC(=O)c1cnc2nc(C)nn2c1C	-3	-2	3	-1.0	-14	-2	-0.2	-0.3	-23
COc1cccc(-c2cn3nc4c(nc3n2)CCCC4)c1	4	-6	1	-0.4	3	-1	-5.5	-1.0	23
COc1ccc(OC)c(/C=N/Nc2nncn2/N=C/c2cc(OC)ccc2OC)c1	1	6	5	0.1	12	-5	-4.4	1.3	-5
CC(C)OC(=O)CN1C(=O)c2ccccc2C1=O	3	-1	2	0.1	1	0	1.1	0.7	-7
CCn1cc(/C=N\NC(=O)c2ccccc2Cl)cn1	-1	-7	0	0.5	30	2	0.7	0.4	-22
CN(C(=O)c1ccc(NC(=O)C2CC=CCC2C(=O)O)cc1)c1ccccc1 (stereo not given)	1	3	7	-0.3	19	1	-1.5	1.8	-10
COc1cc(/C=C2\N=C(c3ccccc3)NNC2=O)cc(OC)c1OC	4	72*	79*	0.8	-3	-8	-12	0.9	35
O=C(CN1CCCCC1)Nc1ccccc1-c1ccccc1	1	-4	4	0.2	4	-5	-3.6	-1.6	20
Cc1ccc(S(=O)(=O)NCC2CCC(C(=O)NCc3ccccn3)CC2)cc1 (stereo not given)	1	4	3	1.0	-3	-6	-0.1	0.0	19
CCCCn1c(-c2cccnc2)n[nH]c1=S	1	7	4	0.4	-5	-7	0.4	0.8	16
CC1(C)Cc2c(c(N3CCOCC3)nc3sc4c(NCc5ccco5)nnnc4c23)CS1	-1	3	8	0.4	1	-8	-6.1	0.1	-8
O=C(Nc1ccc(Br)cc1)C1CCN(C(=O)c2ccc(F)cc2)CC1	0	2	5	1.7	7	-4	1.0	3.2	26
N#Cc1c2n(c3c(-c4ccccc4)ncnc13)CCC2	-2	-3	0	0.6	-1	-2	-0.9	-1.2	4
CNc1cc(N2CCCC2)ccc1[N+](=O)[O-]	0	3	7	0.8	-3	-10	-0.5	0.0	3
CCO[C@@H]1OC(C(=O)N2CCOCC2)=C[C@H](c2cn(C(C)=O)c3ccccc23)[C@H]1CCCO	0	0	-6	0.0	6	-5	0.4	2.5	-7
CCOc1ccc(-c2cn(CCC#N)cn2)cc1	-2	-4	1	0.6	9	-5	1.2	-1.2	2
Cc1cc(NC(=O)CS(=O)(=O)Cc2ccccc2)no1	-3	-1	3	-0.4	-8	7	1.3	0.4	10
CC(C)CCc1noc(CN(C)CCC2CCOCC2)n1	-1	-5	-2	1.2	7	-5	3.0	-0.6	19
CCCCC(=O)NC1(C(F)(F)F)C(=O)Nc2c1c(=O)n(C)c(=O)n2C (stereo not given)	0	0	5	0.3	3	-4	-0.3	3.0	37
COC(=O)c1ccc(Oc2nc(Nc3ccccc3)nc(N(C)C)n2)cc1	-2	-3	2	0.6	-15	0	-1.2	-0.9	16
CCN(CC)S(=O)(=O)c1ccc(O)c(NS(=O)(=O)c2ccccc2F)c1	0	5	7	0.5	-8	-8	0.3	-0.1	12
CN1CCN2c3ccccc3Cc3ccccc3C2C1 (stereo not given)	-3	0	3	-0.1	10	0	3.2	-0.6	17&-24
Cc1cc(N2CCOCC2)nc2ccc(NC(=O)CCC(=O)N3CCCCC3)cc12	3	-4	-1	0.1	3	-8	-0.9	2.2	2
CCN(c1ccccc1)S(=O)(=O)c1ccc(OC)c(NC(=O)C2CC(=O)N(Cc3ccccc3)C2)c1 (stereo not given)	-2	-2	0	0.0	9	-4	-5.0	2.5	-2
Cc1ccc(S(=O)(=O)N2CCN(c3nccnc3C#N)CC2)cc1	0	-1	3	-0.2	-3	-3	0.5	1.9	16
CCCn1c2c(c(O)c(C(=O)NC)c1=O)CCCC2	1	-1	2	-0.7	18	-7	0.3	1.2	33
Nc1nc2c(s1)CCCCCCCCCC2	-3	-2	-1	1.3	22	-5	0.0	0.8	17
Cc1ccc(Nc2c(F)c(F)c(F)c(F)c2C(=O)O)c(C)c1	9	0	0	0.6	5	-3	0.9	-0.9	17
O=C(Nc1cc(Cl)cc(Cl)c1)c1cccc(OC(F)F)c1	-2	-3	1	0.0	11	-11	-1.1	-1.9	97*
CSc1ccccc1C(=O)NCc1ccccc1C	2	-1	0	-0.2	19	-7	2.1	-0.6	-19
CN1CCN(C(=O)c2ccccc2NC(=O)C(C)(C)C)CC1	-2	-2	1	0.7	-1	-7	-0.6	1.0	-12
COc1cc(C=O)ccc1Oc1nnnn1-c1ccc(C(N)=O)cc1	2	-2	4	0.9	10	-6	-7.0	0.2	23
NC(=O)CSc1nnc(-c2ccc(O)cc2)n1Cc1ccco1	-2	-1	-1	0.3	2	-7	-1.4	-0.1	23
C=CCNC(=O)/C(C#N)=C/c1ccc2c(c1)OCCO2	1	4	3	0.4	16	-15	-0.3	0.1	-29
O=[N+]([O-])c1cc(C(F)(F)F)cc([N+](=O)[O-])c1Sc1n[nH]c(C(F)(F)F)n1	2	-5	0	0.0	3	0	-2.5	-1.0	18
O=C(CSc1nc2ccccc2n1CC(=O)N1CCCC1)Nc1nccs1	1	0	4	0.6	11	9	1.1	-0.4	8
Cc1ccc(-n2c(C)cc(C(=S)N3CCOCC3)c2C)cc1C	-1	-3	2	-0.8	15	2	-7.7	-1.7	16
N#Cc1cccc(NC(=O)c2ccccc2C(=O)O)c1	2	-5	2	1.1	-34	-2	-0.5	1.2	-3
Cc1ccc2c(c1)CCCN2C(=O)c1ccc2c(c1)OCO2	-2	29*	30*	-0.1	19	-2	-2.4	-1.0	38
C#CCNC(=O)C1=C[C@H](c2ccccc2)[C@@H](CCCO)[C@H](OCC)O1	2	-1	-6	0.7	6	4	0.1	-0.1	7
Clc1ccc(-n2ncc3c(N4CCCC4)ncnc32)cc1	3	-2	4	0.6	49	-6	1.7	1.6	78*
CCCN1C(=O)/C(=C/c2nc3ccccc3c(=O)[nH]2)c2ccccc21	0	-3	3	1.4	20	-6	6.4	-1.2	-58
Cc1cc(C)c(NS(=O)(=O)c2ccc(NC(=O)c3cccs3)cc2)c(C)c1	6	0	4	1.9	14	-3	1.8	2.1	58
CC1CCN(S(=O)(=O)c2ccccc2[N+](=O)[O-])CC1	-3	-4	1	2.6	16	-9	0.8	-1.9	-1
Cc1ncccc1C(=O)N1CCCC(CNC(=O)c2ccc(-c3ccccc3)cc2)C1 (stereo not given)	1	-5	0	1.0	5	-9	-0.1	3.7	-8
CC(C)(C)C(=O)[C@@H]1[C@@H]2C(=O)N(C3CCCCC3)C(=O)[C@@H]2[C@H]2c3ccccc3C=CN12	-1	-3	3	3.2	18	-8	-2.5	1.6	.
Cc1ccc2[nH]c(=O)c(CNS(=O)(=O)c3ccccc3)c(-c3ccccc3)c2c1	5	0	4	-0.3	6	-6	1.3	-1.4	87*
Remaining list, next part.
SMILES	Wee1 stabilizer	Ba/F3 V617F tox	BaF3 parental	TRPML3 ag	PPC-1+TRAIL kill	RBBP9 inhibitor	TNF death inh	zfTRPN1 agonist	CHOP inhibitor
CC(NC(=O)CN1C(=O)COc2ccccc21)c1ccccc1 (stereo not given)	-4	-1	0	0.3	39	-5	-0.2	-0.9	66
COc1ccnc(NCc2ccc(Cl)cc2)c1C#N	1	-5	2	0.9	3	-4	-0.4	-0.5	7
O=C(Nc1ccc(N2CCN(C(=O)c3ccccc3)CC2)cc1)c1ccc(Br)o1	2	0	5	-0.2	2	8	2.2	2.4	34
CN(C)C(=O)c1ccc(NC(=O)COc2ccc([N+](=O)[O-])cc2)cc1	6	-1	5	0.6	-2	-7	0.7	1.4	1
CCc1nc(SCC(=O)Nc2ccc(C(=O)O)cc2)n[nH]1	0	2	4	0.2	6	2	0.5	1.4	14
Fc1ccc(-c2noc(-c3ccc4c(c3)CCO4)n2)cc1	2	-9	-1	0.7	8	-1	0.6	1.5	21
CCCCCCOC(=O)C(C#N)c1nc2ccccc2nc1N1CCN(C)CC1 (stereo not given)	-2	-3	2	-0.1	30	3	-0.2	-0.6	44
C[C@@H](C(=O)N1CCN(C(=O)OC(C)(C)C)CC1)n1cc(CCCN=C(NC(=O)OC(C)(C)C)NC(=O)OC(C)(C)C)nn1	2	1	-3	0.2	5	-6	0.4	0.9	8

Arranged by SMILES length (ascending): some entries from above.
SMILES	Wee1 stabilizer	Ba/F3 V617F tox	BaF3 parental	TRPML3 ag	PPC-1+TRAIL kill	RBBP9 inhibitor	TNF death inh	zfTRPN1 agonist	CHOP inhibitor
Fc1ccc(-c2noc(-c3ccc4c(c3)CCO4)n2)cc1	2	-9	-1	0.7	8	-1	0.6	1.5	21
CCc1nc(SCC(=O)Nc2ccc(C(=O)O)cc2)n[nH]1	0	2	4	0.2	6	2	0.5	1.4	14
CCCCCCOC(=O)C(C#N)c1nc2ccccc2nc1N1CCN(C)CC1 (stereo not given)	-2	-3	2	-0.1	30	3	-0.2	-0.6	44
